Compound activity (PubChem)
ER stress death: protection against thapsigargin ER stress killing – CSM14.1 cells, ATP luminescence, primary screen; CSM14.1 thapsigargin ER stress survival; relative survival (cellular ATP), % at 15 µg/mL (by protocol); 0.33% of 48,000 active; AID 1010, 2008;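 active means survival measured by cellular ATP above 50% at 15 µg/ml in the first screen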;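 further: cell death triggered by about 15 µM thapsigargin; ATP read 24 h after thapsigargin was added; plate controls were thapsigargin with DMSO for no effect and DMSO without thapsigargin for full effect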
Numbers without * were called inactive. This is a subset; rates above refer to the full screens.

Sample of the layout (five entries):
SMILES	ER stress death
CCCCn1c(/N=C/c2cc(Cl)ccc2O)nc2ccccc21	4
c1ccc(Nc2nc(-c3cccs3)cs2)nc1	-6
CCOC(=O)Cn1c(=N)n(Cc2ccc(C)cc2)c2ccccc21	-5
c1ccc(Oc2cccc(CN3CCN(Cc4ccccn4)CC3)c2)cc1	-2
CC1=C(C(=O)Nc2cc(Cl)ccc2C)C(c2ccccc2Br)NC(=S)N1 (stereo unspecified)	7

The whole of this part (from the top)
SMILES	ER stress death
CCCCn1c(/N=C/c2cc(Cl)ccc2O)nc2ccccc21	4
c1ccc(Nc2nc(-c3cccs3)cs2)nc1	-6
CCOC(=O)Cn1c(=N)n(Cc2ccc(C)cc2)c2ccccc21	-5
c1ccc(Oc2cccc(CN3CCN(Cc4ccccn4)CC3)c2)cc1	-2
CC1=C(C(=O)Nc2cc(Cl)ccc2C)C(c2ccccc2Br)NC(=S)N1 (stereo unspecified)	7
COc1ccc(C(=O)Nc2nc3ccc(Br)cc3s2)cc1	7
O=C(NCc1cccnc1)C(=O)Nc1ccc(Cl)c(C(F)(F)F)c1	10
Cc1cc(C)c(NC(=O)C(C)Sc2nnc(-c3cccc(F)c3)n2-c2ccccc2)c(C)c1 (stereo unspecified)	12
CC(=O)C1=C(O)C(=O)N(c2nc3ccccc3s2)C1c1ccccc1Cl (stereo unspecified)	-5
CCN1C(=O)/C(=C\c2ccccc2OS(=O)(=O)c2ccccc2[N+](=O)[O-])SC1=S	0
O=S(=O)(c1ccc(Cl)cc1)N1CCN(Cc2ccccc2C(F)(F)F)CC1	9
CCOc1ccc(C(O)c2cnc(C(C)C)n2C)cc1 (stereo unspecified)	-1
Cn1cnnc1SCC(=O)NC(c1ccccc1)c1ccccc1	3
CC(=O)c1cccc(N/C=C/[N+](=O)[O-])c1	4
COC(=O)c1ccc(C(=O)OC)c(NS(=O)(=O)c2cc(Cl)ccc2Cl)c1	9
CC1=C(C(=O)Nc2ccc(Cl)cc2)C(c2cccc3ccccc23)NC(=O)N1 (stereo unspecified)	5
Cc1ccc(S(=O)(=O)Nc2ccc(NC(=O)C3C4C=CC(O4)C3C(=O)O)cc2)cc1 (stereo unspecified)	-1
O=[N+]([O-])c1cccc(-c2nc(-c3ccccc3)c(-c3cccs3)[nH]2)c1	4
CCCCNC(=O)/C(=C/c1ccc(C)o1)NC(=O)c1ccccc1	-1
CCSC(=S)Nc1c(C)n(C)n(-c2ccccc2)c1=O	0
CS(=O)(=O)N(CC(=O)NCCc1ccccc1)c1cc(Cl)cc(Cl)c1	0
O=C1c2cccc3cccc(c23)C(=O)N1CC1CCN(S(=O)(=O)c2cccs2)CC1	1
CN(C)CCC(=O)c1cccs1	-12
COc1ccc(/C(C)=N/NC(=O)c2cc(C34CC5CC(CC(C5)C3)C4)[nH]n2)cc1	3
O=C(c1cccc2c(Br)cccc12)N1CCN(c2ccc([N+](=O)[O-])cc2)CC1	-3
COC(=O)C1=C(C)N=c2s/c(=C\c3ccccc3Cl)c(=O)n2C1c1cccs1 (stereo unspecified)	-2
CCCCNCCOc1cc(C)c(Cl)c(C)c1	-6
Cc1csc(NC(=O)c2cc(-c3cccc(Br)c3)nc3ccccc23)n1	4
Nc1ccc2nc(SCc3ccc(C(=O)O)cc3)sc2c1	-2
COc1ccc(C2CC(=O)C3=C(C2)Nc2ccccc2NC3c2ccccc2Cl)cc1OC (stereo unspecified)	13
Cc1cccc(C)c1NC(=O)C12CC3CC(CC(C3)C1)C2	1
Cc1[nH]nc2c1C(C(C)c1ccccc1)C(C#N)=C(N)O2 (stereo unspecified)	-4
Cc1ccccc1OCC(=O)NC1C2CC3CC(C2)CC1C3 (stereo unspecified)	15
O=C1NN(c2cccc(Cl)c2)C(=O)/C1=C/c1ccc2c(c1)OCO2	10
CC(=O)c1ccc(N2C(=O)C3CCC(C)(C2=O)C3(C)C)cc1 (stereo unspecified)	2
O=C1OC(c2cccs2)=N/C1=C\c1cccc(Cl)c1Cl	0
COc1ccccc1N1CCN(/N=C/c2ccc(C(=O)O)cc2)CC1	-4
Cc1ccc(/C=C2\SC(=S)N(CCC(=O)Nc3cccc(C)c3)C2=O)cc1	4
CCOC(=O)c1ccc(NC(=O)CN(c2ccc(OCC)cc2)S(=O)(=O)c2ccc(Br)cc2)cc1	6
O=[N+]([O-])c1ccccc1N[C@H]1O[C@H](CO)[C@@H](O)[C@@H]1O	4
CC(C)(C)c1ccc(/C=N/N=C2\NC(=O)C(CC(=O)O)S2)cc1 (stereo unspecified)	-4
O=C1CSC(=S)N1N1C(=O)c2ccccc2C1=O	14
CCc1ccc(S(=O)(=O)N2CCN(C)CC2)cc1	2
CC(CC(=O)c1cccs1)CC(=O)c1cccs1	0
Cc1ccc(N2C(=O)CC(N3CCN(Cc4ccccc4)CC3)C2=O)cc1 (stereo unspecified)	-11
Cc1cccc2c(=O)oc(-c3cccc([N+](=O)[O-])c3)nc12	3
C=CCN1C(=O)C(Cc2ccc(F)cc2)S/C1=N\N=C\c1ccco1 (stereo unspecified)	4
Cc1cc(Nc2ccccc2)nn1C(=O)c1ccc(Cl)cc1	2
O=C(O)C1(P(=O)(c2ccccc2)c2ccccc2)CCC1	3
O=C(NNC(=O)c1ccc(Cl)c(Cl)c1)c1cccc(Cl)c1	5
CCOc1ccc2c(c1)C(C)=CC(C)(C)N2C(=O)Nc1ccccc1	-7
O=C(NCCCn1ccnc1)C(=O)Nc1ccc(F)cc1	-2
CC1(C)Cc2c(sc3nc(SCc4ccc(Cl)cc4)n(Cc4ccccc4)c(=O)c23)CO1	4
Cc1ccc(N2CN=C(c3ccccc3)NC2=S)cc1	-2
CCCOC(=O)c1ccc(NC(=O)OC)cc1	4
CCC(C(=O)NCc1ccc(OC)cc1)c1ccccc1 (stereo unspecified)	-3
O=C(CC(Nc1cccc(Cl)c1)c1ccc(F)cc1)c1ccccc1 (stereo unspecified)	2
COc1ccc(C(=O)Nc2sc3c(c2C(N)=O)CCCC3)cc1	14
COC(=O)c1ccc(C(=O)OC)c(NC(=O)/C=C/c2cccc([N+](=O)[O-])c2)c1	8
O=C(COc1ccc2ccccc2c1)Nc1ccc(Cl)c(Cl)c1	0

Molecules from the list above that contain an aryl methoxy group, in the order listed:
SMILES	ER stress death
COc1ccc(C(=O)Nc2nc3ccc(Br)cc3s2)cc1	7
COc1ccc(/C(C)=N/NC(=O)c2cc(C34CC5CC(CC(C5)C3)C4)[nH]n2)cc1	3
COc1ccc(C2CC(=O)C3=C(C2)Nc2ccccc2NC3c2ccccc2Cl)cc1OC (stereo unspecified)	13
COc1ccccc1N1CCN(/N=C/c2ccc(C(=O)O)cc2)CC1	-4
CCC(C(=O)NCc1ccc(OC)cc1)c1ccccc1 (stereo unspecified)	-3
COc1ccc(C(=O)Nc2sc3c(c2C(N)=O)CCCC3)cc1	14

Further compounds:
SMILES	ER stress death
O=C1CC(C(F)(F)C(F)(F)C(F)(F)C(F)(F)F)=Nc2ccccc2N1	6
COC(=O)c1ccc(N2C(=O)C=CC2=O)cc1	-8
O=C(O)CCCNC(=O)c1ccccc1NC(=O)c1ccccc1	8
COc1ccc(CNC(=O)c2c(Cl)cccc2Cl)cc1	8
CCOC(=O)C(=CNc1cc(OC)cc(OC)c1)C(=O)OCC	-4
Cc1ccc(-c2cc(C(=O)N/N=C/c3cccs3)[nH]n2)cc1	1
CCOC(=O)COc1ccc2c(c1)c(C(=O)OCC)c(C)n2C	4
O=Cc1[nH]c2ccccc2c1Nc1ccc([N+](=O)[O-])cc1	-3
O=C(Nc1ccc(I)cc1Cl)c1ccco1	-2
COc1ccc(CC(=O)NC2CCCC2)cc1	10
COc1ccc(NC(=O)CSc2nc3ccccc3s2)c(OC)c1	14
Cc1cccc(C)c1NC(=O)Cc1ccc(Br)cc1	3
Cc1ccc(N2C(=O)C(Cl)=C(N3CCN(C)CC3)C2=O)cc1	-5
Cc1cccc(NC(=O)c2cc(-c3ccc(Cl)cc3)nc3ccccc23)n1	12
Cc1ccc(C(O)C#CC(O)(c2ccccc2)c2ccccc2)o1 (stereo unspecified)	-12
COc1ccc(Br)cc1C(=O)Nc1cccc(S(N)(=O)=O)c1	5
O=C(Nc1ccc(NC(=O)c2ccc([N+](=O)[O-])cc2)cc1)c1ccc(Br)cc1	5
COc1cc(OC)c(OC)cc1CN1CCN(C(=O)c2cccs2)CC1	2
COc1ccc(/C(N)=N/OC(=O)c2ccc(C(C)(C)C)cc2)cc1OC	-3
CC1=C(C(=O)OCc2ccccc2)C(c2ccccc2OC(C)C)CC(=O)N1 (stereo unspecified)	2

Part of the list above, field by field.
Cc1ccc(-c2cc(C(=O)N/N=C/c3cccs3)[nH]n2)cc1
- ER stress death: 1

COc1ccc(CNC(=O)c2c(Cl)cccc2Cl)cc1
- ER stress death: 8

O=C(Nc1ccc(I)cc1Cl)c1ccco1
- ER stress death: -2

Other results follow:
SMILES	ER stress death
COc1ccc(/C=C(\NC(=O)c2ccccc2)C(=O)NCCc2c[nH]c3ccccc23)cc1	13
Cc1ccc(C2/C(=C(/O)c3ccc(Cl)cc3)C(=O)C(=O)N2c2nccs2)cc1 (stereo unspecified)	8
O=C1CSC2(C(=O)Nc3ccccc32)N1c1cccc(Cl)c1 (stereo unspecified)	-4
O=C1c2ccccc2C(=O)N1CCCCN(C(=O)c1ccc(Br)cc1)c1ccc(F)cc1F	9
O=[N+]([O-])/C(=C\c1ccccc1)c1ccccc1	4
O=C(c1ccccc1)N1CCN(c2ncnc3c2cnn3-c2ccccc2)CC1	3
Clc1ccc(-c2nc(-c3ccc(Br)cc3)no2)c(Cl)c1	2
Cc1csc(/C(C#N)=C/c2ccccc2Cl)n1	9
O=C1/C(=C/c2ccc(Cl)cc2)SC(=S)N1CCS(=O)(=O)O	11
O=C1c2ccccc2-c2onc3ccc(Nc4cccc([N+](=O)[O-])c4)c1c23	-11
COC(=O)/C(=C/C(=O)c1ccc([N+](=O)[O-])cc1)Nc1ccc(Br)cc1	4
CC(C)c1ccc(OCC(=O)Nc2ncc(S(=O)(=O)c3ccc([N+](=O)[O-])cc3)s2)cc1	13
Brc1ccc2ncnc(NCCCN3CCOCC3)c2c1	5
COc1ccc(/C=C2/C(=O)NN(c3ccc(I)cc3)C2=O)cc1	2
Cc1ccc(NC(=O)Nc2nccs2)cc1	-5
COc1ccccc1C(=O)NNC(=O)COc1ccc(C)cc1C	6
O=C(CCN1C(=O)c2ccccc2C1=O)Nc1ccc(F)c(Cl)c1	-10
Cc1ccsc1/C=C1\SC(=O)NC1=O	5
Cc1ccc(C(=O)NNC(=O)C2CCCO2)cc1 (stereo unspecified)	13
CCC(C(=O)Nc1cc([N+](=O)[O-])ccc1OC)c1ccccc1 (stereo unspecified)	3
COCCNC(=S)Nc1ccc(Cl)cc1Cl	8
COc1ccc(OC)c(NC(=O)C(=O)NNC(=O)c2cccs2)c1	8
COc1ccc(/C=c2\sc3nc4c(C)c(C)ccc4n3c2=O)cc1	7
Cc1ccc(OCC(=O)O/N=C(\N)c2ccc([N+](=O)[O-])cc2)cc1	-15
Cc1cc(NC(=O)Nc2cccc(Cl)c2)no1	-1
O=C(Nc1ccc(-c2nc3ccccc3o2)c(O)c1)c1ccc(-c2cccc(Cl)c2)o1	-1
CCOc1ccc(C(O)c2cnc(CC)n2C)cc1 (stereo unspecified)	-3
C/C(=N\NC(=O)c1ccc(O)cc1O)c1ccccn1	6
COc1ccccc1CN1CCN(C(=O)c2cc(OC)c(OC)c(OC)c2)CC1	0
NC(=S)N/N=C/c1ccc(-c2cc(Cl)cc(Cl)c2)o1	-2
C/C(=N\O)C1(C)N(O)C(C)(C)C(c2ccc(Br)cc2)=[N+]1[O-] (stereo unspecified)	0
CCOC(=O)c1cc2c(ccc3oc4c(c32)CCCC4)oc1=O	6
Fc1ccc(C2CC(c3cccs3)=NN2c2nc(-c3ccccc3)cs2)cc1 (stereo unspecified)	19
COc1ccc(CN2CCN(C(=O)c3ccccc3)CC2)c(OC)c1OC	1
CC(C)c1ncc(C(O)c2ccc(N(C)C)cc2)n1C (stereo unspecified)	-1
Cc1ccc2c(c1)c1c(n2CN2CCCCC2)C(=O)CCC1	8
CCOc1ccc2oc(C)c(C(=O)OC)c2c1	2
CCOC(=O)N(CCCC(=O)OC)CP(C)(=O)OC(C)C (stereo unspecified)	-2
O=C(COc1ccccc1[N+](=O)[O-])Nc1ccc(Cl)c(Cl)c1	4
Cn1c2c(c3cc(C4CCCCC4)ccc31)CCCC2=O	-1
Cc1ccc(C(=O)N2CCN(c3ccc(F)cc3)CC2)cc1[N+](=O)[O-]	3
CCCOC(=O)c1c(NC(=O)c2cccc(OCC)c2)sc2c1CCC2	0
CC1(C)CC(=O)C2=C(C1)OC1=C(C(=O)CC(C)(C)C1)C2c1cccc([N+](=O)[O-])c1	7
Cc1nn(-c2ccccc2)c(C)c1/C=N\N1CCN(c2ccccc2)CC1	4
Cc1oc(C(C)(C)C)cc1C(=O)Nc1cccc(O)c1	-1
O=C(CN(c1ccc(Br)cc1)S(=O)(=O)c1ccccc1)NCC1CCCCC1	10
Cc1ccc(OCCCCNC(=O)C(O)(c2ccc(F)cc2)c2ccc(F)cc2)cc1	6
Cc1ccnc(N2C(=O)c3ccc(C(=O)O)cc3C2=O)c1	8
O=C(Nc1ccc(S(=O)(=O)N2CCCC2)cc1)c1ccc(-c2ccccc2)cc1	5
COc1ccc(Br)c(/C=N/NC(=O)CCCCCCC(=O)N/N=C/c2cc(OC)ccc2Br)c1	2
CCOC(=O)c1c(NC(=O)c2ccccc2OCC)sc(C)c1C	21
COC(=O)c1cc(C(=O)OC)cc(S(=O)(=O)O)c1	13
O=C1NN(c2ccc(Br)cc2)C(=O)/C1=C\c1ccc(-c2cccc(C(=O)O)c2)o1	7
CCCCCCCCc1nnc(NC(=O)CC)s1	9
O=C1C=C/C(=N/S(=O)(=O)c2ccc(F)cc2)C=C1Br	1
